# DDE Tn7 FP inh = DD(E)-Tn7 binding inhibition, primary FP screen; AID 720508; 0.13% of 370,000 active; inhibition, % at 8.3 µM; P02675; FP displacement of FITC-Tn7 peptide from fibrin DD(E); 0% = median of compound wells per plate;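 active = inhibition above the mean of compounds falling within the control limits plus 3 SD of them, cut at about 14% in these data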;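 also: 0% = plate median of compound wells and 100% = 10 µM Aha-Tn7 peptide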
#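 Assay system: Fibrin-DD(E) protein isolated from polymerized human fibrin clots; read-out basis: percent inhibition; medium: Tris/NaCl/CaCl2 buffer, pH 7.8; signal: FP measurement; incubation: 10 min plus 3 h, room temperature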
# Tn6 DDE FP = DD(E)-Tn6 binding inhibition, primary FP screen; inhibition, % at 8.3 µM; P02675; 0.21% of 370,000 active; Fibrin DD(E) TRITC-Tn6 fluorescence polarization displacement; AID 720509;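 active = inhibition above a per-campaign cutoff: mean of compounds within control limits plus 3 SD, cut at about 15% in these data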;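 also: 0% = median of all compound wells on the plate and 100% = blocking peptide control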
# KLK7 zymogen act = activators of human kallikrein-7 zymogen; P49862; purified proKLK7, EDANS-DABCYL substrate fluorescence; 100% is mature enzyme control, 0% vehicle; activation, % at 7 µM; 0.9% of 370,000 active; AID 652039;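 active = activation above the mean of all tested compounds plus 3 SD, computed per campaign excluding outliers beyond control limits, cut at about 13% in these data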
# MBD2 inh = MBD2-methylated oligo binding inhibition. TR-FRET, MBD2 binding to methylated oligonucleotide. inhibition, % at 4.4 µM. 0.31% of 370,000 active. AID 686964; in the data active = inhibition above about 13%
# PLC-beta3 inh = blocks human PLC-beta3 enzyme activity; Purified PLC-beta3, fluorogenic substrate, fluorescence; Q01970; AID 720704; 0.18% of 370,000 active; inhibition, % at 12.2 µM; in the data active = inhibition above about 11%;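 also: 0% = median of compound wells on plate and 100% = full blocker control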
# PLCg1 inh = PLC-gamma1 (human) inhibition, primary screen; purified PLC-gamma1, fluorogenic substrate, fluorescence; 0.84% of 370,000 active; AID 720700; P19174; inhibition, % at 12.2 µM; in the data active = inhibition above about 9.5%
# Target sequence (P19174 whole entry, looked up): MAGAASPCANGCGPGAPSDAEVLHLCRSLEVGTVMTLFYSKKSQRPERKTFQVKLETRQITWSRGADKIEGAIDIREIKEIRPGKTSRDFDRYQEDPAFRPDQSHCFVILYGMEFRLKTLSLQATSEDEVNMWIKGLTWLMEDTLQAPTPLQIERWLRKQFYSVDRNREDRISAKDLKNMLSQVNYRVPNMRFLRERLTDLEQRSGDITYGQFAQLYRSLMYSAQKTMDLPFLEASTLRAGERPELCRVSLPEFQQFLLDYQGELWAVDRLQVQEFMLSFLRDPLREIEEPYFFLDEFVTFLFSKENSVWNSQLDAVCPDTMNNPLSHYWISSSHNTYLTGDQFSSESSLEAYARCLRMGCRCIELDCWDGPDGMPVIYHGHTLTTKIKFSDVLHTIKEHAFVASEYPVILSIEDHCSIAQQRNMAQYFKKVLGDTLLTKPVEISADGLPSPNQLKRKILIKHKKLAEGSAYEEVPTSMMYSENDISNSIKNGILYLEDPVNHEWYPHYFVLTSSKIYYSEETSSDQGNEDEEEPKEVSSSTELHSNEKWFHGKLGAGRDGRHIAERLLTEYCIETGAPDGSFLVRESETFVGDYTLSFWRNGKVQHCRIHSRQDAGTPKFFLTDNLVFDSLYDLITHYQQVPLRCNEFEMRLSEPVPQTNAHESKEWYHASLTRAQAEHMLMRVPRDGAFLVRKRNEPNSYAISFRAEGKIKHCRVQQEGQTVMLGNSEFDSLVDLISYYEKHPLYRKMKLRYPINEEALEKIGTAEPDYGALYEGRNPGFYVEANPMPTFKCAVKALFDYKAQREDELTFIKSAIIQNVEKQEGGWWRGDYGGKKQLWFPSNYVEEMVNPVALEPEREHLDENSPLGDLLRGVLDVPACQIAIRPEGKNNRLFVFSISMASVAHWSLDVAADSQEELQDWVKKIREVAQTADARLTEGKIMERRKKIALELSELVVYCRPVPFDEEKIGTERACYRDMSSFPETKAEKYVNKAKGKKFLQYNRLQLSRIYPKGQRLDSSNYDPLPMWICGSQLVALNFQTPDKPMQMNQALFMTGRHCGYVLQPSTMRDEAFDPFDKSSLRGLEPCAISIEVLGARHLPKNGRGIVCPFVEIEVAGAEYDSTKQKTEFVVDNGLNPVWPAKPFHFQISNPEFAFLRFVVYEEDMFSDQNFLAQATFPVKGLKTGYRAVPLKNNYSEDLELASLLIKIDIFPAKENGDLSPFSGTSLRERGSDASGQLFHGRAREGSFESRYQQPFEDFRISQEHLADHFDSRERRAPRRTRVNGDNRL
# ASAP1 GAP inh = inhibitors of human ASAP1 ArfGAP activity; Q9ULH1; ASAP1-stimulated ARF1 GTP hydrolysis, GDP FP detection; inhibition, % at 16.5 µM; 0.19% of 360,000 active; in the data active = inhibition above about 25%;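 also: 0% = vehicle with enzyme and substrate and 100% = no enzyme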
# ADAM17 inh = inhibitors of human ADAM17; P78536; inhibition, % at 6.95 µM; 0.83% of 370,000 active; recombinant ADAM17, EDANS/DABCYL FRET peptide cleavage;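 active = inhibition above the mean of compounds lying between control limits plus 3 SD, set per campaign, cut at about 8.5% in these data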;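 also: 0% = DMSO-only wells as the low control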
# UHRF1 MBD2 ctr = blocks human UHRF1 binding to methylated DNA. UHRF1 binding to methylated oligo, TR-FRET. inhibition, % at 4.4 µM. AID 687016. 0.75% of 370,000 active; in the data active = inhibition above about 21%;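 also: UHRF1 SRA domain binding a hemimethylated CpG hairpin DNA probe; 0% = median of test compound wells and 100% = reference inhibitor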
# ARFGAP1 inhibitor = rat ARFGAP1 inhibition; Arfgap1-stimulated ARF1 GTP hydrolysis, GDP FP detection; inhibition, % at 16.5 µM; 0.26% of 360,000 active;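 active = inhibition above a per-plate limit, mean inhibition of low control wells plus 3 SD, cut at about 25% in these data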;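 also: 0% = DMSO wells with enzyme and 100% = wells lacking Arfgap1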
#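 Replicates: Single well per compound | Assay system: Truncated rat Arfgap1 GAP domain | Control set: No-Arfgap1 wells (100%) versus DMSO full-reaction wells (0%) | Times: Enzyme reaction 120 min at 25 °C after 20 min preincubation | Reagent: Human ARF1(Δ1-17)-GTP substrate | Measured by: Tracer-displacement fluorescence polarization with EDTA stop, 620/688 nm | Measure: Percent inhibition of Arfgap1-stimulated GTP hydrolysis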
# Starred values were filed as active, the others as inactive.
SMILES,DDE Tn7 FP inh,Tn6 DDE FP,KLK7 zymogen act,MBD2 inh,PLC-beta3 inh,PLCg1 inh,ASAP1 GAP inh,ADAM17 inh,UHRF1 MBD2 ctr,ARFGAP1 inhibitor
O=S(=O)(NC1CCCC1)c1cc(F)ccc1F,-1,0,-0.3,-3,-3,-1,-4,-3,-1,-6
CCc1nc2c(OCc3ccccc3C(=O)OC)cccn2c1N(C)C(=O)c1cccc(OC)c1,-4,-5,0.2,-3,1,-1,13,-3,-3,8
Cc1ccc(CNC(=O)/C=C/C(=O)O)cc1,6,-2,0.0,3,3,1,-3,-5,0,0
Cc1cccc(C)c1NC(=O)Nc1cccs1,3,0,-0.2,-3,-12,-14,-6,0,0,-4
O=C(NCc1ccc(F)cc1)C(=O)NCC1OCCN1C(=O)c1cccs1 (stereo unspecified),-2,4,0.1,6,-2,-1,-1,-4,2,-4
c1ccc(C2OC3c4cccc5cccc(c45)C3N2c2ccccc2)cc1 (stereo unspecified),2,15,-1.8,-9,-43,-30,12,-7,-16,2
Cc1cc(C)n2nc(C(=O)N/N=C/c3cccs3)nc2n1,-8,5,-0.2,1,1,2,1,3,-2,5
Cc1cccc(-n2c(SCC(=O)Nc3ncc(Cl)cc3Cl)nc3ccccc32)c1,-7,-11,0.1,-1,0,3,1,3,-2,-5
O=C(c1ccncc1)N(c1ccc(N2CCOCC2)cc1)C(c1ccccc1)c1nc2ccccc2[nH]1 (stereo unspecified),4,0,3.4,3,-120,-93,-2,-11,-3,0
CCN(CC)S(=O)(=O)c1ccc(OC)c(NC(=O)c2ccc([N+](=O)[O-])cc2)c1,-7,-4,0.0,5,5,0,8,0,-1,2
NCCCCCc1cn([C@@H](CCC(=O)O)C(=O)NCCCCCCCCCCC(=O)N2CCNCC2)nn1,6,9,-0.4,-3,3,-2,-4,-4,-1,-2
CCCCCCCCCCCCCCCC[n+]1ccc(C(N)=O)cc1,-5,-5,-0.2,-1,5,6,-2,1,-1,-20
Cc1ccc(C)c(OCc2cc(C(=O)N3CCN(C4CCCCC4)CC3)no2)c1,3,1,-0.1,3,-12,-3,-7,-3,-1,-9
CCCC(=O)Nc1cc(C(=O)N(C)CC(OC)OC)ccc1S(=O)(=O)c1ccc(C)cc1,-1,6,0.0,-6,-3,-1,-7,-4,0,1
COc1ccc(-n2c(C)cc(C(=O)COC(=O)c3cc(NC(=O)c4cccs4)c(OC)c(OC)c3)c2C)cc1,7,1,-0.1,4,-8,-5,2,-5,0,-6
Cc1cc(C(=O)OCC(=O)c2ccc3c(c2)OCCO3)c(C)o1,-11,0,0.3,0,1,4,2,2,0,19
CN1CCOCCOCCOCCN(C)C1=S,-2,-1,0.0,1,1,-1,8,-5,1,5
CC(C)c1ccc(O)c(=O)cc1,1,6,0.3,0,1,0,-3,-6,-1,-2
Cc1cc(C)nc(SCc2ccc(C(=O)N/N=C3\CC(C)CC(C)(C)C3)cc2)n1 (stereo unspecified),9,-6,-11,3,-5,-4,1,2,1,2
COc1cccc(-n2c(SCC(=O)NC3CCS(=O)(=O)C3)nc3ccccc3c2=O)c1 (stereo unspecified),2,7,0.1,0,-3,-4,7,-1,0,1
O=C(CSc1nnc(NC(=O)c2ccccc2[N+](=O)[O-])s1)NCc1ccco1,2,9,0.7,0,-6,0,-17,1,-1,10
O=C(CSc1ncccn1)NCC1CCCO1 (stereo unspecified),-5,4,0.3,0,-3,0,-2,-5,4,-2
Cc1ccc(NC(=O)C2=CCN(S(=O)(=O)c3ccc(F)cc3)CC2)cc1,1,3,-0.6,-6,1,2,13,-1,-1,-10
CC1=C(C)/C(=N\OC(=O)/C=C/c2ccccc2)C=CC1=O,6,0,-0.2,1,0,1,-6,-3,1,-7
CCc1cccc(C)c1NC(=S)N(CCN(C)C)C(C)c1ccco1 (stereo unspecified),-3,1,0.3,0,-4,1,-3,-5,-4,-9
CC1=C(C(=O)Nc2ccc(C)cc2)C(c2ccc(C)o2)C2=C(CC(C)(C)CC2=O)N1 (stereo unspecified),3,3,0.8,2,-68,-55,11,-9,2,2
COc1ccc(OC)c(NC(=O)Nc2nc(C(N)CCc3ccccc3)cs2)c1 (stereo unspecified),3,0,-0.1,5,0,2,9,-3,2,13
Cc1ccc(-c2cc(-c3n[nH]c(=S)o3)c3ccccc3n2)cc1,-6,5,-0.5,5,-95,-75,2,-21,0,-7
Cc1ccc(C(=O)CSc2cc(C)nc(SCC(=O)c3ccccc3)n2)cc1,-2,5,-0.1,-2,3,3,5,-1,-2,7
CC1CCCC(C)N1C(=O)Cn1c(=O)sc2ccccc21 (stereo unspecified),-4,8,-0.1,1,2,-3,10,-1,2,-13
CCC(NS(=O)(=O)c1ccc(C)cc1)C(=O)N1CCN(c2ccccn2)CC1 (stereo unspecified),2,5,0.1,-3,3,3,9,-1,-1,-6
O=C(c1cccc(S(=O)(=O)Nc2ccccc2Cl)c1)N1CCN(C(=O)c2ccco2)CC1,8,8,-0.1,-5,-5,0,-12,-1,0,-2
O=C1NN=C(c2ccc(Cl)cc2)CC1c1cccc(Cl)c1 (stereo unspecified),2,-4,0.2,-4,-2,1,-3,5,-1,-3
CCOC(=O)CCCNC(=O)c1cncc(O)c1,2,-3,-1.1,5,-8,-8,3,-10,-1,-8
O=S(Cc1ccccc1)CC(O)(c1ccccc1)c1ccccc1 (stereo unspecified),1,-8,0.3,-1,1,6,6,-1,1,13
Cc1ccc(C(=O)N2CCN(c3ccccc3)CC2)cc1NC(=O)c1ccco1,0,-10,0.5,-2,-1,1,17,5,0,11
O=C(NCC(=O)N(Cc1ccco1)C(C(=O)NC1CCCCC1)c1ccncc1)c1cccs1 (stereo unspecified),3,5,0.1,1,-9,-2,-2,-4,0,-6
Cc1cccc(S(=O)(=O)NC(=O)C2(C)CCN2C(=O)C2(c3ccc(Cl)cc3)CCC2)c1 (stereo unspecified),-4,2,-0.8,8,0,-2,-8,-1,15,-3
CCOc1cc(S(=O)(=O)NCCc2ccccc2C)c(OCC)cc1-n1cnnn1,3,8,2.1,4,-64,-62,-18,-96,7,-2
Cc1ccc(NC(=O)CCC(=O)NNC(=O)COc2ccc([N+](=O)[O-])cc2)cc1C,3,-9,-0.1,0,-2,4,-14,2,4,-9

# 3 compounds from above, showing only UHRF1 MBD2 ctr:
Molecule	UHRF1 MBD2 ctr
CCOc1cc(S(=O)(=O)NCCc2ccccc2C)c(OCC)cc1-n1cnnn1	7
Cc1ccc(-c2cc(-c3n[nH]c(=S)o3)c3ccccc3n2)cc1	0
COc1ccc(OC)c(NC(=O)Nc2nc(C(N)CCc3ccccc3)cs2)c1 (stereo unspecified)	2

# (more compounds)
SMILES,DDE Tn7 FP inh,Tn6 DDE FP,KLK7 zymogen act,MBD2 inh,PLC-beta3 inh,PLCg1 inh,ASAP1 GAP inh,ADAM17 inh,UHRF1 MBD2 ctr,ARFGAP1 inhibitor
COc1ccc(NC(=O)CCN2CCN(S(=O)(=O)c3ccc(C(C)C)cc3)CC2)cc1,1,2,0.3,7,-4,0,0,-1,2,3
CCCCn1c(N)c(Sc2ccccc2[N+](=O)[O-])c(=O)[nH]c1=O,9,2,0.3,-1,-2,4,-4,-1,0,6
CCc1ccc(NC(=S)N(Cc2ccccc2)Cc2ccccn2)cc1,-5,-6,0.2,4,-3,-1,4,0,2,13
O=C(N/N=C\c1ccccn1)C1c2ccccc2Oc2ccccc21,-4,-1,0.0,-2,-9,-6,15,0,1,14
Cc1cn([C@H]2C[C@H](O)[C@@H](/C=C/C(=O)NCc3cccc4ccccc34)O2)c(=O)[nH]c1=O,-1,-3,0.0,-1,2,-1,-13,-1,-3,5
Cc1cccc(/C(N)=N/OC(=O)N2c3ccccc3Sc3ccccc32)c1,3,2,-0.6,6,-21,-12,6,-1,4,8
Cc1nc2ccccc2n1CCC(=O)O,-6,-7,-0.1,4,1,-1,11,-5,0,10
O=C(O)CCS(=O)(=O)c1nc(-c2cccs2)cc(C(F)(F)F)n1,3,-3,-9.9,-4,-16,-8,5,-130,-1,11
CCN(CC(=O)Nc1ccc(NC(C)=O)cc1)C(=O)Cc1cccc2ccccc12,4,1,0.6,3,-7,-1,9,1,1,1
Cc1cccc(CCNC(=O)C2CCC(CNc3c(N4CCCC4)c(=O)c3=O)CC2)c1 (stereo unspecified),6,4,-1.1,3,-4,3,-10,-3,2,-10

# Of the compounds above, seven have an aryl thioether with sulfur outside any ring:
SMILES,DDE Tn7 FP inh,Tn6 DDE FP,KLK7 zymogen act,MBD2 inh,PLC-beta3 inh,PLCg1 inh,ASAP1 GAP inh,ADAM17 inh,UHRF1 MBD2 ctr,ARFGAP1 inhibitor
Cc1cccc(-n2c(SCC(=O)Nc3ncc(Cl)cc3Cl)nc3ccccc32)c1,-7,-11,0.1,-1,0,3,1,3,-2,-5
Cc1cc(C)nc(SCc2ccc(C(=O)N/N=C3\CC(C)CC(C)(C)C3)cc2)n1 (stereo unspecified),9,-6,-11,3,-5,-4,1,2,1,2
COc1cccc(-n2c(SCC(=O)NC3CCS(=O)(=O)C3)nc3ccccc3c2=O)c1 (stereo unspecified),2,7,0.1,0,-3,-4,7,-1,0,1
O=C(CSc1nnc(NC(=O)c2ccccc2[N+](=O)[O-])s1)NCc1ccco1,2,9,0.7,0,-6,0,-17,1,-1,10
O=C(CSc1ncccn1)NCC1CCCO1 (stereo unspecified),-5,4,0.3,0,-3,0,-2,-5,4,-2
Cc1ccc(C(=O)CSc2cc(C)nc(SCC(=O)c3ccccc3)n2)cc1,-2,5,-0.1,-2,3,3,5,-1,-2,7
CCCCn1c(N)c(Sc2ccccc2[N+](=O)[O-])c(=O)[nH]c1=O,9,2,0.3,-1,-2,4,-4,-1,0,6

# Profiles from above. Order of screens: DDE Tn7 FP inh	Tn6 DDE FP	KLK7 zymogen act	MBD2 inh	PLC-beta3 inh	PLCg1 inh	ASAP1 GAP inh	ADAM17 inh	UHRF1 MBD2 ctr	ARFGAP1 inhibitor
# Cc1cccc(CCNC(=O)C2CCC(CNc3c(N4CCCC4)c(=O)c3=O)CC2)c1 (stereo unspecified) is entered as 6	4	-1.1	3	-4	3	-10	-3	2	-10
# Cc1nc2ccccc2n1CCC(=O)O is entered as -6	-7	-0.1	4	1	-1	11	-5	0	10
# CN1CCOCCOCCOCCN(C)C1=S is entered as -2	-1	0.0	1	1	-1	8	-5	1	5

# Assay outcomes as filed in PubChem BioAssay.
